# KinaseGlo FLuc – blocks Kinase-Glo luciferase, a counter-screen artifact; Kinase-Glo luciferase, ATP luminescence, 8 min; Potency, µM (top dose mostly 38.3 µM), for the others: at the highest dose activity change, negative = inhibition, usual class: inhibitors; 200,000 tested, 0.28% active; note: % is set by controls: 0 for no effect and ±100 for the full control effect; nearly all actives have a fitted effect of over 60% in size
#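 Kinase-Glo luciferase light output from ATP and luciferin was measured with 10 uM ATP, within the enzyme's linear range. Buffer: 50 mM imidazole pH 7.2, 50 mM KCl, 7 mM MgCl2, 0.01% Tween 20, 0.05% BSA; luminescence read after 8 min at ambient temperature.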
# IMPase Li cell – membrane-permeable IMPase blocker, potentiated with lithium. 210,000 tested, 0.35% active. Potency, µM (highest dose often 59.4 µM), for inactives: at the top dose activity, negative = IMPase inhibition, actives largely listed as inhibitors. CHO-M1 cells, IP1 TR-FRET (IP-One), carbachol + lithium. AID 1457;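 note: IP1 builds up when IMPase is blocked and the TR-FRET signal falls; plate controls were basal vehicle for no effect and high inhibitor control for full effect; nearly all actives have a fitted effect of over 50% in size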
#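 CHO-M1, 2000 cells/well, 16–30 h culture; cpd + low Li+, 30 min 37C; lysis with d2-IP1/Eu-anti-IP1 Ab, 10 min RT; TR-FRET 665/620 ratio and 620 channel; AC50 via Hill.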
# Epigenetic derep – derepresses silenced GFP reporter in murine cells. murine LDR cells, GFP reporter derepression, 30 h. Potency, µM (titrated, usually from 53.9 µM), for the others: top-dose GFP activation, hits mostly activators. 280,000 tested, 0.2% active; note: % of control where 0% means no effect; nearly all actives have a fitted effect of over 60% in size
#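 In this reporter-derepression format, murine cells bearing a silenced integrated CMV-GFP locus incubate with test compound (30 h, 37 C), then are washed and imaged; fluorescent objects of 20–120 um count as induced cells.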
# Numbers without * were called inactive. Calls come from the whole dose curve; as a rule, active = well fitted curve in the direction sought with a large enough effect; inconclusive = small, poorly fitted or top-dose-only effect, or another doubt; inactive = no such curve, though single readings can be large; an effect the other way counts as inactive or inconclusive. Potency is the fitted concentration of half-maximal effect. Not all compounds are listed; the hit share may differ from the screen's.
SMILES,KinaseGlo FLuc,IMPase Li cell,Epigenetic derep
CC(=O)C1=C(O)C2C3c4c[nH]c5cccc(c45)CC3C(C)(C)N2C1=O (stereo not given),-7.1%,10.4%,4.8%

# Bioassay records as filed in PubChem.
